Kir21 inh – Kir2.1 (mouse) channel inhibition. AID 1672. B-score at 10 µM. P35561. HEK293-Kir2.1, FluxOR thallium flux fluorescence; hits give low values. 310,000 compounds, 0.85% hits;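 active = fluorescence ratio B-score at or below minus 3 SD of library scores, with starting-brightness B-score within 2 SD, cut at about -4.2 in these data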;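 note: channel flux triggered by added potassium and thallium sulfate stimulus; B-score of peak minus minimum fluorescence over baseline after thallium stimulus; more negative B-score means stronger Kir2.1 block with less thallium influx; some compounds called inactive have numbers as strong as hits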
Target sequence (P35561 whole entry, looked up): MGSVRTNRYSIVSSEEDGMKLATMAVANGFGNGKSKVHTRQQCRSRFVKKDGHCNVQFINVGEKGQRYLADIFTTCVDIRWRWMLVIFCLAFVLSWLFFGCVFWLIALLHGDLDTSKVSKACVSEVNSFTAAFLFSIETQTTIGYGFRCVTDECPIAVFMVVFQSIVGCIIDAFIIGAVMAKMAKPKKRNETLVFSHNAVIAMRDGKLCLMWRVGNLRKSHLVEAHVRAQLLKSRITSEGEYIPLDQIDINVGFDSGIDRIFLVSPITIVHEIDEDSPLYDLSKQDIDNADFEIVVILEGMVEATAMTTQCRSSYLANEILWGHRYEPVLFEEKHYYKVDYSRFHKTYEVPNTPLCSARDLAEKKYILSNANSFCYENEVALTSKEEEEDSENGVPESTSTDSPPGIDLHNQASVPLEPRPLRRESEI
KCNQ2 block – KCNQ2 channel blockers in CHO-K1 cells – cell-based, FluxOR thallium flux, B-score, primary screen (AID 2156). 310,000 compounds, 1.1% hits. 20 min; hits give low values. O88943. B-score at 10 µM;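 active = fluorescence ratio B-score at most minus 3 library SDs, with starting brightness B-score within 2 library SDs, cut at about -5.5 in these data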
Active calls of the source: *; i = inactive.

Kir21 inh	KCNQ2 block	molecule
-0.5	i	O=C(Nc1ncc(Cc2cccc(Cl)c2Cl)s1)C1CCCO1 (stereo not drawn)
-1.2	i	CCCSc1nnc(NC(=O)Cc2ccc(OC)c(OC)c2)s1
-0.51	i	O=C(CSc1nc2ccccc2s1)Nc1ccc2c(c1)OCO2
-0.64	i	CC[C@@H]1[C@H]2CCCC(=O)N3CC[C@@H](C[C@@H]1OC(=O)Nc1ccccc1)[C@@H]23
0.01	i	CCCc1cc(N2CCCC(C(=O)Nc3ccc(OC)cc3OC)C2)n2ncnc2n1 (stereo not drawn)
0.08	i	CC(=O)NCCc1nc2ccccc2n1Cc1ccc(Cl)cc1
-1.3	i	COC(=O)CSc1nnc(NC(=O)CCc2ccccc2)s1
0.59	i	c1cc2c(cc1C1CCCN1)OCCCO2 (stereo not drawn)

The list continues:
Kir21 inh	KCNQ2 block	molecule
-0.34	i	O=C(O)CCc1ccc(-c2ccccc2)n1-c1cccc(C(=O)O)c1
-3.2	i	CCOC(=O)c1c(C)nc2ccc(Cl)cc2c1-c1ccccc1
-1.4	i	Cc1oc2c(CN3CCCCC3C)c(O)ccc2c(=O)c1-c1ccccc1 (stereo not drawn)
0.38	i	COc1ccc(CCNC(=O)c2ccc(NS(=O)(=O)c3ccc4[nH]c(=O)[nH]c4c3)cc2)cc1
0.32	i	O=C(CSC1=NS(=O)(=O)c2cc(F)ccc2N1)Nc1ccc(F)cc1
-0.01	i	O=C(CNC(=O)N1CC(=O)Nc2ccccc21)Nc1ccccc1F
0.05	i	Cc1ccc(CNC(=O)CSc2ccc(-c3ccco3)nn2)cc1
-0.38	i	O=C(N/N=C/c1ccc(OCC(=O)N2CCCCC2)cc1)c1ccccc1O

New compounds follow
Kir21 inh	KCNQ2 block	molecule
-2.7	i	O=C(NCCCN1CCOCC1)c1cccc(S(=O)(=O)Nc2ccccc2Cl)c1
-0.38	i	O=C(COc1ccc(Cl)cc1Br)NC(=O)NCc1ccccc1
1.4	i	COc1ccccc1NC(=O)N1CCC(c2nc3cc(C)c(C)cc3[nH]2)CC1
0.45	i	CCCCCOC(=O)C1=C(C)Nc2ncnn2C1c1cccs1 (stereo not drawn)
0.72	i	CC(C)c1ccc(OCc2nnc(SCC(=O)N3CCCCC3)o2)cc1
-1.4	i	COc1ccc(NC(=O)CN(C)C(=O)c2cc(-c3cccs3)nn2-c2ccccc2)cc1
1.1	i	Cc1cccn2c(=O)c3cc(S(=O)(=O)c4ccc(Br)cc4)c(=N)n(C4CCCC4)c3nc12
0.61	i	Cc1ccc(C(C)NC(=O)c2c(C)noc2C)cc1C (stereo not drawn)

Carrying on:
Kir21 inh	KCNQ2 block	molecule
0.14	i	O=C(CN1C(=O)NC(Cc2c[nH]c3ccccc23)C1=O)Nc1cccc(S(=O)(=O)N2CCCCCC2)c1 (stereo not drawn)
-0.14	i	Cc1ccc(S(C)(=O)=NC(=O)NC(=O)c2c(Cl)cccc2Cl)cc1 (stereo not drawn)
-0.56	i	O=C(c1ccco1)N1CCN(Cc2cn[nH]c2-c2cccc3ccccc23)CC1
-0.75	i	COc1ccccc1NC(=O)COc1ccc(/C=N/NC(=O)CSCc2ccc(Cl)cc2)cc1
0.43	i	COc1ccc(S(=O)(=O)N2CCOCC2)cc1NS(=O)(=O)/C=C/c1ccccc1
0.93	i	CCC(C)NC(=O)CSc1nnc(-c2ccc(OC)c(OC)c2)c(-c2ccc(OC)c(OC)c2)n1 (stereo not drawn)
1.3	i	O=C(NC(=S)Nc1cc(C(F)(F)F)ccc1Cl)c1ccccc1
0.12	i	C=CCNC(=O)c1nc2ccccc2s1

Going on with the list:
Kir21 inh	KCNQ2 block	molecule
2.1	i	Cc1cccc(N2C(=O)/C(=C/c3cccnc3)SC2=S)c1
-0.79	i	Cc1cc(C(F)F)n2nc(C(=O)Nc3ccc(S(=O)(=O)NC45CC6CC(CC(C6)C4)C5)cc3)nc2n1
1.3	i	COc1ccc(CNC(=O)CCCn2nc(C)n3ccnc3c2=O)cc1
1.4	i	c1ccc(Nc2ncnc3[nH]ncc23)cc1
0.59	i	CCn1c(O)c(/C=C2\C=NN=C2c2ccc(C)cc2)sc1=S
-1.9	i	CCN(CC)CCNC(=O)c1cn(CC)c2cc(N3CCN(C(=O)c4ccco4)CC3)c(F)cc2c1=O
1	i	O=C(NC1CC2CCCC(C1)N2C(=O)Nc1ccccc1)c1ccccc1 (stereo not drawn)
1.1	i	CC(=O)NCCNC(=O)c1cc(-c2cccc3ccccc23)nc2ccccc12

Next records
Kir21 inh	KCNQ2 block	molecule
-2.3	i	Cc1[nH]c2ccccc2c1Cc1nnc(SCc2ccccc2)o1
0.1	i	CN1C(=O)C(C)(C)c2cc(S(=O)(=O)N3CCCC(C(=O)NCc4ccccc4Cl)C3)ccc21 (stereo not drawn)
1.7	i	COc1ccc(OC)c(C(=O)c2c(C)oc3cc([N+](=O)[O-])c(O)c([N+](=O)[O-])c23)c1
1.4	i	CCCCNC(=O)c1onc(CSc2ccc(F)cc2)c1C(=O)O
-1.4	i	Cc1c(OCC(=O)N2CCN(c3ccccc3)CC2)ccc2c3c(c(=O)oc12)CCCC3
0.07	i	CN(Cc1ccccc1)C(=O)c1cccc(NC(=O)c2ccco2)c1
0.29	i	O=C(COC(=O)c1cc(Br)ccc1O)Nc1cccnc1Cl
1.5	i	O=C(COc1ccccc1Cl)c1ccc2c(c1)CCCC2

4 entries from above, as comma-separated lines.
mol,Kir21 inh,KCNQ2 block
COC(=O)CSc1nnc(NC(=O)CCc2ccccc2)s1,-1.3,i
c1ccc(Nc2ncnc3[nH]ncc23)cc1,1.4,i
COc1ccccc1NC(=O)COc1ccc(/C=N/NC(=O)CSCc2ccc(Cl)cc2)cc1,-0.75,i
O=C(NC(=S)Nc1cc(C(F)(F)F)ccc1Cl)c1ccccc1,1.3,i

Compound profiles (already shown). Order of screens: Kir21 inh, KCNQ2 block
Results for `COc1ccccc1NC(=O)COc1ccc(/C=N/NC(=O)CSCc2ccc(Cl)cc2)cc1` → -0.75, i
Results for `CCCCNC(=O)c1onc(CSc2ccc(F)cc2)c1C(=O)O` → 1.4, i
Results for `COc1ccc(CNC(=O)CCCn2nc(C)n3ccnc3c2=O)cc1` → 1.3, i

Next part.
Kir21 inh	KCNQ2 block	molecule
0.91	i	CC1(C(=O)OCC(=O)Nc2ccccc2)CC1(Cl)Cl (stereo not drawn)
-0.76	i	O=C(Nc1nccs1)c1ccccc1Br
0.31	i	COCCn1nnnc1C(c1cccc(C(F)(F)F)c1)N1CCOCC1 (stereo not drawn)
0	i	CCN1/C(=C/c2cc[n+](CCCS(=O)(=O)[O-])c3ccccc23)Sc2ccccc21
0.45	i	CCc1cccc(NC(=O)COC(=O)c2cc([N+](=O)[O-])ccc2N2CCOCC2)c1
1.8	i	O=C1c2ccccc2C(=O)N1C/C=C/c1ccccc1
-0.37	i	OCCC1CN(Cc2cccc3nccnc23)CCN1Cc1ccc(F)cc1 (stereo not drawn)
0.7	i	CCCCN1CC[C@H]2C=CC[C@@H](C(=O)Nc3ccccc3)[C@H]2C1=O

(list continues)
Kir21 inh	KCNQ2 block	molecule
1.6	i	O=C(O)c1ccccc1-c1ccccc1C(=O)NCCCO
0.15	i	CCC(c1nnnn1Cc1ccccc1)N1CCN(c2ccccc2)CC1 (stereo not drawn)
-0.2	i	CCCCNC(=S)Nc1ccc2nc(N3CCN(CC)CC3)cc(C)c2c1
-0.44	i	COc1ccc(Cc2nnc(SCC(=O)NC3CCCC3)o2)cc1
2.2	i	CN(C(=O)c1ccoc1)c1ccc2ccccc2c1
1.7	i	CCC(C)NS(=O)(=O)c1ccc(N)cc1 (stereo not drawn)
0	i	CCN1C(=O)C2CCCCN2c2ccc(C(=O)NCCOC)cc21 (stereo not drawn)
0.81	i	C=CCN1C(=O)C(Cc2cccc(C)c2)SC1=Nc1ccc(C(=O)O)cc1 (stereo not drawn)

Later entries
Kir21 inh	KCNQ2 block	molecule
-0.01	i	O=C(NCCCN1CCCC1=O)c1cccc(S(=O)(=O)N2CCN(c3ccc(F)cc3)CC2)c1
0.33	i	Cc1noc(C)c1C(=O)OCC(=O)NCCc1ccc(Cl)cc1
0.7	i	CC(=O)c1cccc(CN2CCCC(CCC(=O)NCc3ccccc3F)C2)c1 (stereo not drawn)
-0.4	i	CC(=O)c1ccc(N2CCN(C(=O)C3CCCN(S(=O)(=O)c4c(C)[nH]c(=O)[nH]c4=O)C3)CC2)cc1 (stereo not drawn)
-2.1	i	O=C1C(Cc2cccc([N+](=O)[O-])c2)SC(=Nc2ccccc2)N1c1ccccc1 (stereo not drawn)
0.53	i	CCOC(=O)c1c(CN2CCN(CC#N)CC2)n(C)c2cc(Br)c(OC)cc12
0.27	i	CC1Cc2ccccc2N1C(=O)COC(=O)Cn1nnc(-c2ccccc2)n1 (stereo not drawn)
0.94	i	COc1cc(NC(=O)c2ccc(C(=O)c3ccccc3)cc2)cc(OC)c1OC

More records follow:
Kir21 inh	KCNQ2 block	molecule
-0.91	i	CC(C)(C)c1ccc(NC(=O)NC2CCCc3ccccc32)cc1 (stereo not drawn)
0.79	i	Cc1cc(NC(=O)Cn2cnc3c(nnn3-c3cccc(F)c3)c2=O)no1
1.5	i	CCCOc1ccc(-c2nc(C#N)c(NCC3CCCO3)o2)cc1 (stereo not drawn)
-0.51	i	Cc1oc2c(O)c(O)ccc2c(=O)c1-c1cnn(-c2ccccc2)c1
-0.63	i	c1ccc(-c2n[nH]c(-c3ccccn3)n2)cc1
0.24	i	O=C(Nc1ccc(F)cc1)c1cccc2ccccc12
-0.85	i	COc1ccc(OC)c(N2C(=O)C(Cl)=C(N3CCCCC3)C2=O)c1
-0.38	i	C#CCOCCOCCOCCNc1nc(N2CCN(C(=O)[C@H]([C@@H](C)CC)n3cc([C@@H](N)CC(C)C)nn3)CC2)nc(N2CCN(C(=O)[C@H]([C@@H](C)CC)n3cc([C@@H](N)CC(C)C)nn3)CC2)n1

The list continues:
Kir21 inh	KCNQ2 block	molecule
-0.25	i	C=CCCC(=O)Nc1ccc(Br)cn1
-0.28	i	N#CC1(NC(=O)CSc2n[nH]c(-c3ccccc3)n2)CCCCC1
-0.04	i	O=C(Nc1ccc2c(c1)CCCN2C(=O)c1cccs1)c1cccc(F)c1
0.36	i	O=C(NNc1ccccc1)C(=O)N1CCCCC1
-0.04	i	Nc1ccc(Oc2ccccc2-c2ccccc2)cc1
1.5	i	CCN(Cc1cc(OC)c(OC)c(OC)c1)C(=S)Nc1cccc(SC)c1
-2	i	COc1ccccc1CNS(=O)(=O)c1cccc2nsnc12
-0.69	i	Nc1ccc(S(=O)(=O)Nc2ccnn2-c2ccccc2)cc1

Continuation:
Kir21 inh	KCNQ2 block	molecule
-0.52	i	NC(=O)COC(=O)CC12CC3CC(CC(C3)C1)C2
-0.74	i	O=C(CNS(=O)(=O)c1ccc(Br)s1)NCc1ccc2c(c1)OCO2
1.3	i	CC(C)(C)NNC(=S)Nc1cccc(F)c1
-1.1	i	CC1(C(=O)O)Sc2[nH]c(=O)sc2C2c3ccccc3OC(=O)C21 (stereo not drawn)
-1.5	i	CCCCC(=O)NC(NC(=S)N1CCCCCC1)C(Cl)(Cl)Cl (stereo not drawn)
1	i	CCOC(=O)c1c(N)c(C#N)c2n1CCCCC2
1.8	i	CCOC(=O)C1(Cc2cccc(OC)c2)CCCN(C(=O)c2ccccc2C)C1 (stereo not drawn)
-0.55	i	N#C/C(=C\c1cccc(Cl)c1)C(=O)c1ccccc1

Carrying on:
Kir21 inh	KCNQ2 block	molecule
-0.61	i	O=C(N/N=C/c1ccoc1)c1ccc([N+](=O)[O-])cc1
-0.21	i	CCOc1ccc(Br)cc1S(=O)(=O)Nc1ccc(Cl)c(S(=O)(=O)N(CC)c2ccccc2)c1
-0.14	i	O=C(N/N=C/c1ccccn1)c1sc2ccccc2c1Cl
-0.28	i	CCCCc1cc(=O)oc2cc(OCC(=O)N3CCC(C(N)=O)CC3)ccc12
0.05	i	O=C(NNC(=S)NC(=O)c1ccc(Br)cc1)c1ccc([N+](=O)[O-])cc1
2	i	CCCC[C@@H]1C[C@H]1[C@@H](NC(=O)c1ccco1)c1ccccc1C(F)(F)F
1.8	i	COc1ccc(CC(=O)OCC(=O)Nc2ccc(Cl)cn2)cc1
0.3	i	CC(C)(C)c1ccc(/C=C(\C#N)C(=O)NCCN2CCOCC2)cc1

(listing goes on)
Kir21 inh	KCNQ2 block	molecule
-0.3	i	c1ccc(-n2nnnc2Sc2n[nH]c(-c3ccncc3)n2)cc1
2.3	i	COc1ccc(Br)cc1CNC(=O)CCC(=O)n1nc(C)c2ccccc21
-2.4	i	Cc1nn(C)c(C)c1Sc1ccc(Br)cc1
-0.35	i	Cc1ccc(S(=O)(=O)Nc2ccc(Cl)cn2)cc1
2.4	i	O=C1C2ON(c3ccccc3)C(c3ccccn3)C2C(=O)N1c1ccc(Br)cc1 (stereo not drawn)
0.47	i	O=C(OCCN1CCOCC1)c1ccc(O)cc1
-1.3	i	O=C(NCCc1ccccc1Cl)C1CCC(=O)N(C2CCCCCC2)C1 (stereo not drawn)
1.8	i	COc1ccc(OCCC(=O)NC2CCCCC2)cc1

(listing goes on)
Kir21 inh	KCNQ2 block	molecule
0.35	i	CCOC(=O)c1c(NC(=O)CN2C(=O)NC3(CCC(C)CC3)C2=O)sc(C(=O)N(C)C)c1C (stereo not drawn)
0.01	i	Cc1noc(/C=C/N(C)C)c1S(=O)(=O)N(C)CC(=O)NC1CCCCC1
-1.1	i	CCCCN(C(=O)CCSc1ccc(F)cc1)c1c(N)n(Cc2ccccc2)c(=O)[nH]c1=O
0.01	i	O=C(CSc1nnnn1Cc1ccccc1)Nc1ccccc1
-0.26	i	CCCN1CNC(=S)N(c2cccc(C)c2C)C1
-1.2	i	O=C(N/N=C/c1cccnc1)c1ccccc1[N+](=O)[O-]
-1.4	i	Cc1cc(C)n(CC(O)COc2ccc(C(C)C)c(C)c2)n1 (stereo not drawn)
1.4	i	CCn1cc(Cl)c(C(=O)Nc2nccs2)n1

Assay outcomes: PubChem, Johns Hopkins Ion Channel Center
